APJ agonist: APJ receptor agonism | CHO-K1 APJ PathHunter beta-arrestin, luminescence; 0% DMSO wells, 100% apelin | activation, % at 20 µM | 0.11% of 330,000 active;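 active = activation more than six SD over the plate average, tested at 20 µM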;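 note: 0% = DMSO alone and 100% = apelin-13 at 10 nM; some results filed as inactive read as strong as hits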
Target sequence (P35414 whole entry, looked up): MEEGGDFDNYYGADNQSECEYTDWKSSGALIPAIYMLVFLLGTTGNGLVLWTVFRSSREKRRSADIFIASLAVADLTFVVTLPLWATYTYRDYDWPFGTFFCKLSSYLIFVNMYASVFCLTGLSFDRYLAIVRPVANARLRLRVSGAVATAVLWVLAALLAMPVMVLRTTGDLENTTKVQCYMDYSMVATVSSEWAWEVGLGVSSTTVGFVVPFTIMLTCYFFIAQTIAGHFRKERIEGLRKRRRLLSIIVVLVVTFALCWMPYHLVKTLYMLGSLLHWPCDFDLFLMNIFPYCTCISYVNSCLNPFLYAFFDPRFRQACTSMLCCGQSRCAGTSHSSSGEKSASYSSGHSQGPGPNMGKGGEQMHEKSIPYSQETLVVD
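Test system: CHO-K1 APJ beta-arrestin complementation cell line. Amount: cell density 1000 per well. Controls: DMSO negative, 10 nM Apelin-13 positive. Signal: luminescent beta-gal fragment complementation, chemiluminescent substrate. Read-out basis: agonist-driven arrestin binding to APJ. Timing: compound stimulation 90 min at 25 °C, detection 60 min.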
NLRP3 yeast inh: blocks the NALP3 inflammasome reconstituted in yeast; Yeast reconstituted NLRP3/ASC/caspase-1, beta-gal luminescence, 24 h; inhibition, % at 10 µM; 0.39% of 330,000 active;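 active = inhibition of 50% or more; inactive = inhibition below 50%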;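 note: plate controls were induced DMSO wells for no effect and uninduced yeast grown without galactose for full effect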
GRIN3A LBD mod: modulates the human NR3A ligand-binding domain; AID 1259313; Tm shift relative to glycine control, % at 25 µM; 2.5% of 340,000 active; NR3A LBD differential scanning fluorimetry, Tm shift; 0% = protein alone, 100% = glycine-bound protein;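 active = melting temperature shift of at least 10% of the positive control shift, at one fixed dose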
tim23-1 inh: growth inhibitors of tim23-1 mutant yeast; S. cerevisiae tim23-1 growth, BacTiter-Glo luminescence, 24 h; inhibition, % at 20 µM; 1.3% of 330,000 active; AID 463212;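 active = growth inhibition of the mutant yeast at or above 50%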;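 note: temperature-sensitive mutant grown at 25 °C; plate controls were DMSO-treated mutant yeast for no effect and medium wells lacking yeast for full effect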
TIM10 inh: TIM10 yeast growth inhibition. S. cerevisiae TIM10 strain growth, BacTiter-Glo luminescence, 24 h. inhibition, % at 10 µM. 1.4% of 330,000 active;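 active = inhibition of 40% or more at the single tested concentration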;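 note: wild-type TIM10 isogenic control strain grown at permissive 25 °C; 0% = DMSO yeast wells and 100% = minimal medium wells without yeast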
MIN6 prolif: induces beta-cell replication in MIN6 cells; MIN6 cells proliferation, ATPlite luminescence, 48 h; cells starved in 0.2% serum; 100% = growth in 10% serum; proliferation, % at 10 µM; 0.29% of 330,000 active;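 active = compounds whose signal lies at least 3.5 SD above the mean of all wells on their plate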;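 note: 0% = DMSO-treated cells in low-serum medium and 100% = 10% serum control; some compounds called inactive have numbers as strong as hits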
APJ antagonist: blocks the human apelin receptor APJ | P35414 | CHO-K1 APJ beta-arrestin complementation, luminescence | 0.32% of 330,000 active | inhibition, % at 20 µM;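 active = inhibition above about 40% at 20 µM, limit read from the data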;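 note: cells challenged with 10 nM apelin-13 agonist together with compound; plate controls were apelin-13 plus DMSO wells for no effect and DMSO wells lacking apelin-13 for full effect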
MPTP block: permeability transition pore inhibition; isolated mouse mitochondria, Ca2+ swelling absorbance, 30 min; inhibition, % at 10 µM; 1.4% of 360,000 active; AID 602449;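 active = inhibition of 50% or more, scaled per plate between neutral and stimulator controls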;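 note: 0% = DMSO wells given calcium and 100% = 1 mM EGTA wells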
tim10-1 inh: tim10-1 yeast growth inhibition | S. cerevisiae tim10-1 ts strain growth, BacTiter-Glo, 24 h | inhibition, % at 20 µM | 2.2% of 330,000 active | AID 463190;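 active = inhibition of at least 40%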;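 note: mutant grown at 25 °C; 0% = DMSO wells with yeast and 100% = wells holding no yeast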
The depositor's hits bear a star.

Screening COc1ccc(C)c(-n2c(=O)n(Cc3ccccc3)c(=O)c3[nH]cnc32)c1 returned APJ agonist -19, NLRP3 yeast inh 6, GRIN3A LBD mod 2, tim23-1 inh 4, TIM10 inh 7, MIN6 prolif 1, APJ antagonist 69*, MPTP block 1.9 and tim10-1 inh -8.
For O=C(CSc1nnc(-c2ccccc2)c(-c2ccccc2)n1)N1CCc2ccccc21 the results were APJ agonist 0, NLRP3 yeast inh -8, GRIN3A LBD mod 0, tim23-1 inh 15, TIM10 inh 17, MIN6 prolif -3, APJ antagonist -12, MPTP block 0.9 and tim10-1 inh 21.
Screening O=C(COc1ccc(S(=O)(=O)N2CCCC2)cc1Cl)Nc1ccc2c(c1)OCO2 returned APJ agonist 3, NLRP3 yeast inh 10, GRIN3A LBD mod -32, tim23-1 inh -8, TIM10 inh -8, MIN6 prolif -3, APJ antagonist 7, MPTP block -0.3 and tim10-1 inh -12.
For N=c1ccn(Cc2ccc(Cl)cc2Cl)cc1 the results were APJ agonist 1, NLRP3 yeast inh -5, GRIN3A LBD mod -5, tim23-1 inh 9, TIM10 inh 1, MIN6 prolif -4, APJ antagonist 4, MPTP block -3.5 and tim10-1 inh 2.
Screening CCOc1ccc(/C=C/c2[nH]c(=O)[nH]c(=O)c2[N+](=O)[O-])cc1 returned APJ agonist 0, NLRP3 yeast inh 4, GRIN3A LBD mod -7, tim23-1 inh -3, TIM10 inh -2, MIN6 prolif 1, APJ antagonist -4, MPTP block 0.5 and tim10-1 inh -1.
Screening O=C1CNC(=O)/C(=C/c2ccco2)N1 returned APJ agonist -5, NLRP3 yeast inh -3, GRIN3A LBD mod -2, tim23-1 inh -1, TIM10 inh -6, MIN6 prolif 2, APJ antagonist -13, MPTP block -0.7 and tim10-1 inh -11.
`CC(CCc1ccccc1)NC(=O)c1ccc(NC(=O)c2cccc(Br)c2)cc1` (centres undefined) gave APJ agonist -1, NLRP3 yeast inh -2, GRIN3A LBD mod 9, tim23-1 inh -11, TIM10 inh -30, MIN6 prolif 0, APJ antagonist -1, MPTP block 4.6 and tim10-1 inh -1.
Screening C=CCNC(=O)c1cccc(Br)c1 returned APJ agonist -1, NLRP3 yeast inh 7, GRIN3A LBD mod 0, tim23-1 inh -12, TIM10 inh 4, MIN6 prolif -1, APJ antagonist 1, MPTP block 1.1 and tim10-1 inh 4.
C[C@H](CO)N1C[C@H](C)[C@@H](CN(C)S(=O)(=O)c2ccccc2)Oc2ccc(NS(=O)(=O)c3ccc(F)cc3)cc2C1=O was read as APJ agonist -3, NLRP3 yeast inh 19, GRIN3A LBD mod -1, tim23-1 inh 3, TIM10 inh 4, MIN6 prolif -3, APJ antagonist 19, MPTP block -0.5 and tim10-1 inh -5.
For CC1CC(C)(C)N(C(=O)CN2C(=O)c3ccccc3C2=O)c2ccccc21 (centres undefined) the results were APJ agonist -2, NLRP3 yeast inh 52*, GRIN3A LBD mod -1, tim23-1 inh 31, TIM10 inh -2, MIN6 prolif -3, APJ antagonist -2, MPTP block 2.2 and tim10-1 inh 36.
O=C(O)c1ccc(NS(=O)(=O)c2cccc(S(=O)(=O)c3ccc(Cl)c(Cl)c3)c2)cc1 was read as APJ agonist 2, NLRP3 yeast inh 16, GRIN3A LBD mod 1, tim23-1 inh 13, TIM10 inh -12, MIN6 prolif -2, APJ antagonist -10, MPTP block -2.5 and tim10-1 inh 8.
Screening COc1cc2cc(C(=O)N3CCN(c4ccccc4OC)CC3)[nH]c2cc1OC returned APJ agonist -1, NLRP3 yeast inh 14, GRIN3A LBD mod 1, tim23-1 inh 34, TIM10 inh 19, MIN6 prolif -2, APJ antagonist -3, MPTP block 1.2 and tim10-1 inh 36.
`S=C(NCc1cccnc1)Nc1ccc(Cl)cc1` gave APJ agonist -3, NLRP3 yeast inh 14, GRIN3A LBD mod 0, tim23-1 inh 6, TIM10 inh 4, MIN6 prolif -4, APJ antagonist 15, MPTP block 1.6 and tim10-1 inh 4.
Screening C=C(C)CNC(=S)Nc1sc2c(c1C(=O)OCC)CC(C)(C)OC2 returned APJ agonist -2, NLRP3 yeast inh 7, GRIN3A LBD mod -8, tim23-1 inh 10, TIM10 inh 9, MIN6 prolif 0, APJ antagonist 7, MPTP block 4.5 and tim10-1 inh 21.
CC(C)(Oc1ccc(Cl)cc1)C(=O)NCCCn1ccnc1 was read as APJ agonist 3, NLRP3 yeast inh 14, GRIN3A LBD mod 1, tim23-1 inh -5, TIM10 inh -10, MIN6 prolif -3, APJ antagonist 14, MPTP block -0.7 and tim10-1 inh -10.
For CCCCc1nc(SCC(=O)Nc2nnc(C(C)C)s2)n[nH]1 the results were APJ agonist 3, NLRP3 yeast inh 17, GRIN3A LBD mod -2, tim23-1 inh 0, TIM10 inh 15, MIN6 prolif -2, APJ antagonist 0, MPTP block -1.5 and tim10-1 inh 12.
`Cc1cc(NO)nc(-c2ccc(Br)cc2)n1` gave APJ agonist 10, NLRP3 yeast inh -12, GRIN3A LBD mod -7, tim23-1 inh 22, TIM10 inh 19, MIN6 prolif -2, APJ antagonist -41, MPTP block 1.4 and tim10-1 inh 14.
For CC1CC(C)CN(CC(=O)c2cccs2)C1 (centres undefined) the results were APJ agonist -2, NLRP3 yeast inh 4, GRIN3A LBD mod -2, tim23-1 inh 13, TIM10 inh -4, MIN6 prolif -1, APJ antagonist -3, MPTP block 3.8 and tim10-1 inh 2.
`CC(c1ccco1)N(C(=O)c1ccccc1NS(=O)(=O)c1cccc([N+](=O)[O-])c1)c1ccccn1` (centres undefined) gave APJ agonist -1, NLRP3 yeast inh 2, GRIN3A LBD mod -2, tim23-1 inh 32, TIM10 inh 40, MIN6 prolif -3, APJ antagonist 1, MPTP block 51* and tim10-1 inh 42*.
`CCOC(=O)N1CCC(NC(=O)c2ccc3c(c2)N=C(CC)c2ccccc2S3)CC1` gave APJ agonist 6, NLRP3 yeast inh 26, GRIN3A LBD mod 1, tim23-1 inh 40, TIM10 inh 11, MIN6 prolif 0, APJ antagonist 4, MPTP block -2.1 and tim10-1 inh 45*.

Next part; it opens with the two that closed the last part.
`CC(c1ccco1)N(C(=O)c1ccccc1NS(=O)(=O)c1cccc([N+](=O)[O-])c1)c1ccccn1` (centres undefined) gave APJ agonist -1, NLRP3 yeast inh 2, GRIN3A LBD mod -2, tim23-1 inh 32, TIM10 inh 40, MIN6 prolif -3, APJ antagonist 1, MPTP block 51* and tim10-1 inh 42*.
`CCOC(=O)N1CCC(NC(=O)c2ccc3c(c2)N=C(CC)c2ccccc2S3)CC1` gave APJ agonist 6, NLRP3 yeast inh 26, GRIN3A LBD mod 1, tim23-1 inh 40, TIM10 inh 11, MIN6 prolif 0, APJ antagonist 4, MPTP block -2.1 and tim10-1 inh 45*.
For Cc1cc(=O)[nH]c(SCc2ccc(Cl)cc2)n1 the results were APJ agonist -2, NLRP3 yeast inh 15, GRIN3A LBD mod -1, tim23-1 inh 14, TIM10 inh -17, MIN6 prolif 0, APJ antagonist -4, MPTP block 2.2 and tim10-1 inh -1.
C#CCOCCOCCOCCNc1nc(N2CCN(C(=O)[C@H]([C@@H](C)CC)n3cc([C@@H](N)CC(C)C)nn3)CC2)nc(N2CCN(C(=O)[C@H](Cc3cc4ccccc4[nH]3)n3cc([C@@H](N)C(C)CC)nn3)CC2)n1 (some centres undefined) was read as APJ agonist 10, NLRP3 yeast inh -6, tim23-1 inh 21, TIM10 inh 17, MIN6 prolif 2, APJ antagonist -2 and tim10-1 inh 13.
For O=C(c1ccccc1Sc1ccc([N+](=O)[O-])cc1)N1CCCCC1 the results were APJ agonist -2, NLRP3 yeast inh 28, GRIN3A LBD mod 2, tim23-1 inh 5, TIM10 inh 0, MIN6 prolif 0, APJ antagonist 0, MPTP block 1.2 and tim10-1 inh 22.
`Cc1ccc(-c2cc(C(=O)Nc3sc4c(c3C(=O)NCc3ccco3)CCC4)[nH]n2)c(O)c1` gave APJ agonist -2, NLRP3 yeast inh 16, GRIN3A LBD mod 21*, tim23-1 inh 4, TIM10 inh 13, MIN6 prolif -5, APJ antagonist 5, MPTP block 6.2 and tim10-1 inh -1.
`Cc1ccc(S(=O)(=O)Nc2ccccc2CNC2CCCCC2)cc1` gave APJ agonist -3, NLRP3 yeast inh 3, GRIN3A LBD mod 5, tim23-1 inh 23, TIM10 inh 10, MIN6 prolif -3, APJ antagonist 5, MPTP block -0.8 and tim10-1 inh 22.
For Cc1cc(S(=O)(=O)NCCN(C)C)c(C)s1 the results were APJ agonist -3, NLRP3 yeast inh 8, GRIN3A LBD mod 1, tim23-1 inh -2, TIM10 inh -14, MIN6 prolif -2, APJ antagonist 5, MPTP block 0.1 and tim10-1 inh 9.
Screening CCn1nc(C)c(CN2CCC(n3nccc3NC(=O)c3ccc4c(c3)OCO4)CC2)c1C returned APJ agonist -3, NLRP3 yeast inh 6, GRIN3A LBD mod -2, tim23-1 inh 7, TIM10 inh -1, MIN6 prolif -1, APJ antagonist 9, MPTP block -0.9 and tim10-1 inh -6.
`Cc1ccc(-c2c[nH]c(=S)n2-c2ccccc2F)cc1` gave APJ agonist -2, NLRP3 yeast inh 55*, GRIN3A LBD mod -1, tim23-1 inh 5, TIM10 inh 16, MIN6 prolif -4, APJ antagonist 3, MPTP block -1.8 and tim10-1 inh 26.
Screening COc1ccc(Nc2nc(Cl)nc(NCCO)n2)cc1 returned APJ agonist -1, NLRP3 yeast inh 5, GRIN3A LBD mod -2, tim23-1 inh 7, TIM10 inh 15, MIN6 prolif -3, APJ antagonist 7, MPTP block 0.3 and tim10-1 inh -1.
Screening OCCn1c(CSc2nnc(-c3ccco3)n2-c2ccccc2)nc2ccc(Cl)cc21 returned APJ agonist -3, NLRP3 yeast inh 1, GRIN3A LBD mod -2, tim23-1 inh -2, TIM10 inh 16, MIN6 prolif 4, APJ antagonist 2, MPTP block 0.9 and tim10-1 inh 20.
`CN(Cc1ccco1)S(=O)(=O)c1csc(C(N)=O)c1` gave APJ agonist -7, NLRP3 yeast inh 13, GRIN3A LBD mod 1, tim23-1 inh -7, TIM10 inh -4, MIN6 prolif -3, APJ antagonist -10, MPTP block 0.6 and tim10-1 inh -1.
For CCN(c1ccc(OC)cc1)S(=O)(=O)c1nnc(NC(=O)c2ccco2)s1 the results were APJ agonist -3, NLRP3 yeast inh 4, GRIN3A LBD mod -6, tim23-1 inh 4, TIM10 inh -7, MIN6 prolif -6, APJ antagonist -2, MPTP block 6.9 and tim10-1 inh 8.
`Cc1cccc(NC(=O)Cn2cnc3ccccc3c2=O)c1C` gave APJ agonist -2, NLRP3 yeast inh -1, GRIN3A LBD mod -2, tim23-1 inh -7, TIM10 inh -9, MIN6 prolif 1, APJ antagonist 15, MPTP block -2.0 and tim10-1 inh -12.
Screening CCOc1nc(-c2ccc(OC)cc2)ccc1-c1noc(-c2cc(OC)c(OC)c(OC)c2)n1 returned APJ agonist 5, NLRP3 yeast inh -3, GRIN3A LBD mod 2, tim23-1 inh 29, TIM10 inh 2, MIN6 prolif -1, APJ antagonist -21, MPTP block 1.7 and tim10-1 inh -4.
For Cc1sc(C(=O)Nc2ccc3ccccc3c2)cc1CC(=O)O the results were APJ agonist 0, NLRP3 yeast inh 8, GRIN3A LBD mod -1, tim23-1 inh 4, TIM10 inh 7, MIN6 prolif -3, APJ antagonist 13, MPTP block 0.4 and tim10-1 inh -5.
`Cc1ccc(C)c(NC(=S)NCC(c2cccnc2)N2CCOCC2)c1` (centres undefined) gave APJ agonist -1, NLRP3 yeast inh 13, GRIN3A LBD mod -1, tim23-1 inh 2, TIM10 inh -2, MIN6 prolif 0, APJ antagonist 8, MPTP block -1.7 and tim10-1 inh 9.
Cc1ccccc1NC(=O)CC1S/C(=N/c2nccs2)N(C)C1=O (centres undefined) was read as APJ agonist 0, NLRP3 yeast inh 10, GRIN3A LBD mod -2, tim23-1 inh 11, TIM10 inh 9, MIN6 prolif -1, APJ antagonist 15, MPTP block -2.5 and tim10-1 inh 20.
